High-throughput results as filed in PubChem.
phage Ecoli inh: growth loss of phage-infected E. coli, primary screen, RecBCD inhibitor project, absorbance, with phage, HTS; inhibition, % at 11.9 µM; 0.26% of 360,000 active; AID 651602, 2012; in the data active means inhibition above about 11%
Wnt act: Wnt/beta-catenin pathway activators, primary screen, cell-based, plate reader, single point; AID 743398, 2014; Wnt/beta-catenin reporter cell assay, activator; activation, % at 9.35 µM; 1.2% of 300,000 active; in the data active means activation above about 30%, passing the limit was not always enough;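 further: 0% = neutral control wells and 100% = positive control wells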
Rtt109 Vps75: inhibitors of C. albicans Rtt109/Vps75 HAT, primary screen, biochemical, ThioGlo CoA-SH fluorescence, plate reader; Histone acetyltransferase RTT109 (Candida albicans (strain SC5314 / ATCC MYA-2876)), …; purified Rtt109/Vps75, 4 h; inhibition, % at 34.9 µM; 0.16% of 330,000 active; AID 540336, 2011;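 active means inhibition of at least 50% in every replicate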
Target sequence (Q5AAJ8 whole entry, looked up): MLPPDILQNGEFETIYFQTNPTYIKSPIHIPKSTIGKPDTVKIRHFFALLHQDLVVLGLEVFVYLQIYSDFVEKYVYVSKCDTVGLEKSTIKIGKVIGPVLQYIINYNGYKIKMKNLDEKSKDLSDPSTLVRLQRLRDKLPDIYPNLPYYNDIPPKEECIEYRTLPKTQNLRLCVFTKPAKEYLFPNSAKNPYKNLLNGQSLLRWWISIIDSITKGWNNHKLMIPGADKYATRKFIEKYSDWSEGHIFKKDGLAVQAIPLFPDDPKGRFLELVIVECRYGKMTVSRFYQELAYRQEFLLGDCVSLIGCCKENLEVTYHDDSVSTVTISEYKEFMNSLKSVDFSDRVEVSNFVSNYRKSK
Tat transport: E. coli Tat export inhibitors, primary screen, MC4100, TorA-mCherry reporter, fluorescence, single point; inhibition, % at 10 µM; 0.036% of 340,000 active;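 active means mean replicate inhibition at least 50% and at least half of replicates individually reaching 50%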;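 further: exported cargo escapes ClpAP degradation while cytoplasmic cargo is degraded and loses fluorescence; 0% = median of neutral control wells and 100% = median of NaSCN control wells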
AddAB inh: growth inhibition of E. coli expressing H. pylori AddAB, primary screen, AddAB inhibitor project, absorbance; inhibition, % at 11.9 µM; 0.29% of 330,000 active; in the data active means inhibition above about 12%;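 further: 0% = vehicle wells of infected cells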
DAGLB inhibitor: DAGLB lipase inhibitors, primary screen, biochemical, fluorescence, HTS; Diacylglycerol lipase-beta (Homo sapiens), Q8NCG7; HEK293T DAGLB membrane lysate, EnzChek fluorogenic substrate; inhibition, % at 5.17 µM; 0.059% of 340,000 active; AID 504411, 2011; in the data active means inhibition above about 34%;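 further: 0% = enzyme with vehicle and 100% = wells lacking enzyme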
Target sequence (Q8NCG7 whole entry, looked up): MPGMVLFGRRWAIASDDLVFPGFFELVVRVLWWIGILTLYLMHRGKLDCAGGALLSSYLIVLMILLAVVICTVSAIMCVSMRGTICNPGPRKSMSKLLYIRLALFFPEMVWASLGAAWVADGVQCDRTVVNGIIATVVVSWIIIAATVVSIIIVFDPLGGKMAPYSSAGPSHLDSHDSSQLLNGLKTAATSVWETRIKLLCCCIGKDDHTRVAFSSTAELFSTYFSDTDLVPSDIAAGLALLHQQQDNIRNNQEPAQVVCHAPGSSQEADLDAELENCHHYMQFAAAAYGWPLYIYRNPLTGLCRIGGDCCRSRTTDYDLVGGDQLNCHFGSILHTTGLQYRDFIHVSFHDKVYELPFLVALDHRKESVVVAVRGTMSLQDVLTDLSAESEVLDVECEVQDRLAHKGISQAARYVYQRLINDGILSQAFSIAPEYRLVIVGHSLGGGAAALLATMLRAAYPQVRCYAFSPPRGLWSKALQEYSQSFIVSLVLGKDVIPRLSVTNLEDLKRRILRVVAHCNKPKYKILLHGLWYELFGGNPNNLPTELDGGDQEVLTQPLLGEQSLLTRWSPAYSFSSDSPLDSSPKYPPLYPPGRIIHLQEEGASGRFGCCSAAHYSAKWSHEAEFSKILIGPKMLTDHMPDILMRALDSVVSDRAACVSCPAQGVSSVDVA
PfHsp90 set2: growth inhibition of PfHsp90-expressing yeast, primary screen, antimalarial PfHsp90 inhibitor project, S. cerevisiae, BacTiter-Glo luminescence, single point, set 2; BacTiter-Glo ATP, 48 h; yeast lacking PDR1 and PDR3 efflux regulators; inhibition, % at 9.4 µM; 0.32% of 310,000 active;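 active means every replicate shows inhibition above about 80%, whatever the replicate mean, limit read from the data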;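 further: 0% = DMSO neutral controls and 100% = 20 µM radicicol positive controls; yeast relying on Plasmodium falciparum Hsp90 in place of its own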
CAL PDZ FP: CAL PDZ peptide-binding inhibitors, primary screen, biochemical, fluorescence polarization, Cer-tagged CAL PDZ, HTS | Golgi-associated PDZ and coiled-coil motif-containing protein (Homo sapiens), Q9HD26 | purified CAL PDZ, TMR-peptide fluorescence polarization, 1 h | inhibition, % at 20 µM | 0.02% of 330,000 active | AID 504414, 2011;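 active means highest replicate inhibition of at least 40%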;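 further: plate controls were DMSO neutral control wells for no effect and unlabeled competitor peptide control wells for full effect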
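Read-out basis: mP drop reported as inhibition | Assay system: Tagged CAL PDZ protein CerCALP, purified | Benchmarks: Unlabelled peptide for full inhibition, DMSO wells as neutral | Schedule: 1 h incubation at room temperature before polarization reading | Buffer or medium: Sodium phosphate/NaCl buffer pH 7.4 with TCEP, IgG, Thesit | Doses: Single point, 20 µM | Measured by: Fluorescence polarization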
Ecoli viability: E. coli V3065 growth inhibition, primary screen, counter-screen for AddAB inhibitor project, absorbance, OD600; 18 h; inhibition, % at 11.9 µM; 0.27% of 330,000 active; AID 449728, 2010;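 active means inhibition above the campaign's mean inhibition across all tested compounds plus 3 SD, cut at about 9.9% in these data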;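 further: uninfected addAB+ strain grown without phage in ampicillin broth; 0% = DMSO wells and 100% = ciprofloxacin 0.95 µg/ml wells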
PvdQ acylase: P. aeruginosa PvdQ acylase inhibitors, primary screen, biochemical, fluorescence, plate reader and imaging, single point; PvdQ acylase [Pseudomonas aeruginosa LESB58]; purified PvdQ acylase; inhibition, % at 10 µM; 0.063% of 340,000 active; in the data active means inhibition above about 30%, passing the limit was not always enough;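 further: 0% = vehicle neutral wells and 100% = reference inhibitor wells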
* = called active by the depositor; . = not tested or not shown.

The opening 2 compounds, ahead of the listing:
SMILES	phage Ecoli inh	Wnt act	Rtt109 Vps75	Tat transport	AddAB inh	DAGLB inhibitor	PfHsp90 set2	CAL PDZ FP	Ecoli viability	PvdQ acylase
CCOC(=O)C(=O)Nc1ccccc1C(=O)OC	2.2	0	1	8	0.2	-1	-6	-1.4	1.0	5
CC[C@H](C)[C@H]1CNC(=O)C(=O)N1CC1CCN(CCc2ccc(Cl)c(Cl)c2)CC1	-0.1	-2	0	20	.	1	-21	-0.6	.	-4

All compounds of this part, from the start:
SMILES	phage Ecoli inh	Wnt act	Rtt109 Vps75	Tat transport	AddAB inh	DAGLB inhibitor	PfHsp90 set2	CAL PDZ FP	Ecoli viability	PvdQ acylase
CCOC(=O)C(=O)Nc1ccccc1C(=O)OC	2.2	0	1	8	0.2	-1	-6	-1.4	1.0	5
CC[C@H](C)[C@H]1CNC(=O)C(=O)N1CC1CCN(CCc2ccc(Cl)c(Cl)c2)CC1	-0.1	-2	0	20	.	1	-21	-0.6	.	-4
CCOC(=O)c1[nH]c(=O)[nH]c1CSc1ccccn1	2.2	.	-22	-3	-0.2	-4	13	-1.4	-1.1	-12
CC(=O)C1=NN(c2ccccc2)C(c2ccc3c(c2)OCO3)N1c1ccc(N2CCOCC2)cc1 (stereo unspecified)	4.2	.	-6	-6	4.1	0	-2	0.7	0.5	-3
CCOc1ccccc1N(CC(=O)NCCSc1ccccn1)S(=O)(=O)c1ccc(C)cc1	2.1	-4	9	6	1.9	-4	-20	-3.5	-0.1	-9
C=CCn1c(SCC(=O)c2ccccc2)nnc1-c1ccc2c(c1)OCO2	2.7	.	-5	2	-1.5	0	21	-1.2	1.2	-2
Cc1nnsc1NC(=O)OCc1ccccc1Cl	-1.1	.	-1	11	1.2	1	-9	-2.0	-1.7	-4
O=C(COc1ccc(Cl)cc1)N1CCN(S(=O)(=O)c2ccccc2)CC1	2.4	.	-8	-5	0.6	-3	.	-0.6	0.7	-17
COC(=O)c1cc(C(=O)N2CCN(c3ncccn3)CC2)cc([N+](=O)[O-])c1	1.5	1	-16	-4	2.6	1	4	-2.0	-0.8	-18
CCN(CC)C(=O)c1sc(NC(=O)Cc2ccccc2)c(C#N)c1C	-0.3	1	-1	-2	0.8	-1	-1	-0.3	-1.9	-3
O=C(Nc1ccccc1-c1ccccc1)C1CCCN(c2ncccn2)C1 (stereo unspecified)	-0.2	.	-10	5	-0.8	-2	7	0.3	0.2	4
N#Cc1c(C(F)(F)F)cc(-c2ccc(F)cc2)nc1SCC(=O)O	3.0	-1	-9	8	0.1	1	.	-0.6	-0.7	-14
NC(=S)c1cc2cc(Cl)ccc2oc1=O	0.9	0	.	.	4.9	.	.	.	0.3	.
COC(=O)/C=C1/S/C(=N/N=C/c2ccco2)NC1=O	1.7	1	.	.	0.2	.	.	.	-0.1	.
c1cncc(C2Nc3ccccc3-c3nc4ccccc4n32)c1 (stereo unspecified)	1.0	7	-44	5	0.6	0	-2	-9.6	1.6	-17
O=c1c2ccccc2ncn1Cc1ccco1	4.5	-1	1	-3	2.2	2	-15	-2.3	2.6	8
O=C(NCc1ccco1)c1c2c(nc3ccccc13)CCC2	0.5	11	1	-3	0.3	1	10	-0.8	-1.5	-17
CC(=O)Nc1ccc(S(=O)(=O)NCCNS(=O)(=O)c2ccc(NC(C)=O)cc2)cc1	0.2	0	0	0	3.6	-3	6	-0.4	-2.8	-6
O=C(CN1CCc2ccccc2C1)c1cccs1	-0.7	.	-5	-1	2.2	-2	-1	0.2	-1.1	-15
CCCCNC(=O)c1cc(S(=O)(=O)N2CCCCC2)oc1C	-2.4	-4	-2	8	1.3	-1	-11	-1.0	0.6	-1
N#Cc1ccc(C(=O)Nc2cc(S(=O)(=O)N3CCCC3)ccc2OCC(F)(F)F)cc1	0.8	-8	2	-3	3.4	-2	4	-3.3	1.9	6
COc1ccc(NC(=O)C2CCCO2)cc1Cl (stereo unspecified)	-0.1	.	13	-5	0.4	-1	.	.	0.9	4
O=C(NCc1ccc2c(c1)OCO2)c1cnc2n(c1=O)CCS2	3.4	-5	-1	4	-0.9	-1	8	-4.4	-1.2	7
OCc1ccnc(Cl)c1	4.3	0	4	0	0.8	1	16	-1.2	1.8	2
O=c1cc(CSc2nnc(-c3cccnc3)n2-c2ccccc2F)nc2sccn12	2.2	-1	.	-5	-0.6	-1	-5	-1.5	0.2	4
OCC1(CO)CC2(C1)CC(CO)(CO)C2	0.0	3	0	3	.	0	6	0.9	.	-5
Cc1ccc(S(=O)(=O)c2nc(-c3ccccc3)oc2N2CCC(C(N)=O)CC2)cc1	3.4	0	56*	3	4.0	-1	-2	-2.4	-0.2	-12
O=C1C2C3C=CC(CC3)C2C(=O)N1c1ccc(Cl)cc1 (stereo unspecified)	2.4	1	-3	4	2.3	-2	1	-0.7	-0.6	7
CC(=O)C(C)n1c(CN2CCN(C(=O)c3ccco3)CC2)nc2c1c(=O)n(C)c(=O)n2C (stereo unspecified)	2.1	2	0	-9	3.2	-2	-4	-1.4	-0.8	-2
O=C(/C=C/c1ccccc1)CC(O)(c1ccccc1)C(F)(F)F (stereo unspecified)	0.9	.	6	-3	1.5	14	-23	0.8	2.0	-11
O=c1cc(-c2ccc(F)cc2)oc2ccccc12	3.3	.	6	3	1.0	-1	4	-2.0	0.8	7
CCOC(=O)C(=O)/C(=C\N(C)C)c1onc(-c2c(Cl)cccc2Cl)c1C(=O)OC	2.6	-2	-1	2	1.4	2	.	0.0	-1.7	-2
O=P(Cc1ccccc1)(c1ccccc1)c1ccccc1	1.5	.	2	-5	0.2	-1	21	-0.7	0.6	-8
O=C(CCc1nc2ccccc2c(=O)[nH]1)Nc1cc(Cl)ccc1N1CCCC1	0.8	-2	-2	-6	2.6	-2	-17	-4.4	0.7	-8
CN(C(=O)CSc1nnc(-c2cccs2)n1C1CC1)C1CCS(=O)(=O)C1 (stereo unspecified)	2.7	7	-13	11	.	0	14	-2.4	.	-10
Cc1cc[n+](-c2[nH]c(=O)sc2/C=N/NC([S-])=Nc2ccccc2)cc1C	0.6	-1	9	7	-1.5	1	-11	0.2	-0.2	-2
Cc1ncc(CO)c2cc(C(N)=O)c(=Nc3ccccc3)oc12	1.4	.	6	1	3.8	-5	.	.	0.7	-1
S=c1nc(-c2cccc(Br)c2)[nH][nH]1	0.6	2	-2	5	1.7	-4	-4	0.2	1.5	-7
COC(=O)c1cc2sccc2n1Cc1nc(-c2ccc(OC)cc2)oc1C	1.0	-1	-1	-8	2.2	-5	32	-1.9	-0.7	-8
CCOc1ccc(CCNC(=O)COC(=O)/C=C/c2ccc(OC)c(OC)c2)cc1OCC	-0.2	-1	8	-8	0.8	-1	16	-1.2	1.4	-7
O=C(Cc1ccc(Cl)cc1)N1CCN(C(=O)c2ccco2)CC1	1.4	0	-1	-1	0.8	0	7	-0.9	-0.5	-7
CCCc1ccc(-c2ccc(-c3noc(-c4ccncc4)n3)cc2)nc1	0.2	0	2	-7	1.2	-1	6	-1.5	0.6	-6
COC(=O)c1c(C)oc2ccc(N(C(=O)c3ccncc3)S(=O)(=O)c3ccc4ccccc4c3)cc12	1.4	.	26	5	1.1	-7	-54	-2.0	-0.5	0
Cn1ncc([N+](=O)[O-])c1C(=O)Nc1cccc2ccccc12	1.6	1	8	-25	0.4	-2	-6	-2.0	1.4	6
CCOC(=O)C(C)Oc1ccsc1C(=O)OC (stereo unspecified)	2.3	0	.	.	-0.2	.	.	.	-0.2	.
CC(=O)Nc1ccc2c(c1)ncn2-c1ccc(C)cc1	-0.6	43*	-15	-2	3.5	0	.	-2.6	-0.7	-10
CC(/C=N/NC(=O)c1ccccc1F)c1ccccc1 (stereo unspecified)	1.7	9	-17	0	-0.4	1	-4	-1.3	1.0	-7
COc1ccccc1-n1cnnc1SCC(=O)N1CC(=O)Nc2ccccc21	6.6	.	-5	1	-2.3	2	17	-0.9	1.1	-13
Cc1c(Cl)ccc2c(C(N)=O)cc(-c3ccccn3)nc12	1.4	1	-4	0	2.7	0	18	-0.7	3.8	-6
Cc1cc(=O)[nH]c(SCC(=O)Nc2ccc(F)c([N+](=O)[O-])c2)n1	-0.6	0	2	-8	0.6	1	.	0.4	2.1	-2
CC(OC(=O)c1ccccc1OCc1ccc(Cl)cc1)C(N)=O (stereo unspecified)	2.4	-1	3	4	-0.3	2	-26	-16	1.4	-12
O=C(NC1CCCC1)c1ccc2c(c1)S(=O)(=O)c1ccccc1C2=O	-0.4	1	3	-5	2.2	2	9	0.8	-1.5	1
CCOc1ccc(NS(=O)(=O)c2ccc(NS(=O)(=O)c3cccs3)cc2)cc1	2.3	-4	7	-3	1.7	-1	6	-0.8	0.6	7
CCc1ccc(OC(=O)Cc2ccc(OC)c(S(=O)(=O)N3CCOCC3)c2)cc1	6.3	-2	7	3	-1.6	0	1	0.2	-2.1	-1
c1ccc(CNc2nc(-c3ccccn3)nc3ccccc23)cc1	-2.3	-8	-6	-7	4.2	1	-15	-3.1	8.1	-3
COc1ccc(F)c(CN2CCC(CO)(Cc3cccc(C(F)(F)F)c3)CC2)c1	1.8	1	-9	-7	-0.4	-3	-8	-0.9	1.1	-5
O=C(N/N=C/C=C\c1ccccc1)c1cnccn1	0.6	-1	-19	-5	5.8	2	11	0.3	0.0	-13
Nc1nnc(SCC(=O)Nc2ccccc2N2CCOCC2)s1	0.8	-6	16	7	-0.8	-4	5	.	-2.4	-14
COC(=O)C1=C(C)N(Cc2ccccc2)C(=O)N[C@H]1c1cccc(C(F)(F)F)c1	1.6	-4	-1	8	-0.6	0	-4	1.0	-1.9	9
CCOC(=O)C1CCN(C(=O)c2cc3c(C)cc(C)cc3[nH]2)CC1	0.1	2	6	-1	2.0	-3	-12	-2.4	-3.1	-14

2 compounds from above, showing only Wnt act:
SMILES | Wnt act
O=C(NC1CCCC1)c1ccc2c(c1)S(=O)(=O)c1ccccc1C2=O | 1
COc1ccc(F)c(CN2CCC(CO)(Cc3cccc(C(F)(F)F)c3)CC2)c1 | 1

Next part
SMILES	phage Ecoli inh	Wnt act	Rtt109 Vps75	Tat transport	AddAB inh	DAGLB inhibitor	PfHsp90 set2	CAL PDZ FP	Ecoli viability	PvdQ acylase
COc1ccccc1OCc1ccc(C(=O)NCC2CCCO2)o1 (stereo unspecified)	0.9	-4	-1	0	1.2	0	-10	-1.2	-1.1	8
Cc1noc(C)c1S(=O)(=O)N1CCC(C(N)=O)CC1	1.8	-3	-3	8	1.5	1	-8	-3.6	0.6	-2
COc1ccc(S(=O)(=O)N2CCCCC2)cc1NC(=O)c1cccc(S(=O)(=O)N2CCOCC2)c1	2.3	0	-8	0	.	-2	.	1.7	.	-7
C=CCn1c(COc2ccccc2)nnc1SCc1ccc(C#N)cc1	3.0	.	4	-2	2.0	-2	16	-1.1	-3.8	-5
